Screens deposited in PubChem BioAssay by National Center for Advancing Translational Sciences (NCATS).
Tb PYK inh: blocks Trypanosoma brucei pyruvate kinase | Potency, µM (series often up to 76.8 µM), for inactives: top-dose activity, negative = inhibition, most hits filed as inhibitors | AID 624173 | TbPYK enzyme, Kinase-Glo Plus ATP luminescence, 45 min | Q57TT1 | 410,000 compounds, 0.12% hits; note: nearly all actives have a fitted effect of over 50% in size
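Glycolytic pyruvate kinase of T. brucei was incubated with substrate, test compound and 130 uM ADP for 45 minutes at room temperature. Luminescent Kinase-Glo Plus signal was measured after 10 minutes.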
Sm TGR block: inhibitors of Schistosoma mansoni thioredoxin glutathione reductase; 360,000 compounds, 3% hits; AID 485364; purified TGR, DTNB reduction, TNB absorbance 405 nm; Q962Y6; Potency, µM (highest dose often 114 µM), for the others: at the top dose activity change, negative = inhibition, actives largely listed as inhibitors; note: nearly all actives have a fitted effect of over 60% in size
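Kinetic colorimetric format: TGR-catalysed, NADPH-driven DTNB reduction monitored via TNB absorbance. Enzyme dispensed at 20 nM; compound exposure 15 min at room temperature before reaction start.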
LmPK inhibitor: inhibitors of Leishmania mexicana pyruvate kinase; Q27686; purified LmPK, Kinase-Glo ATP luminescence, 1 h; Potency, µM (titrated, usually from 57.5 µM), without a hit: at the highest dose activity change, negative = inhibition, usual class: inhibitors; 290,000 compounds, 0.37% hits; AID 1721
Target sequence (Q27686 whole entry, looked up): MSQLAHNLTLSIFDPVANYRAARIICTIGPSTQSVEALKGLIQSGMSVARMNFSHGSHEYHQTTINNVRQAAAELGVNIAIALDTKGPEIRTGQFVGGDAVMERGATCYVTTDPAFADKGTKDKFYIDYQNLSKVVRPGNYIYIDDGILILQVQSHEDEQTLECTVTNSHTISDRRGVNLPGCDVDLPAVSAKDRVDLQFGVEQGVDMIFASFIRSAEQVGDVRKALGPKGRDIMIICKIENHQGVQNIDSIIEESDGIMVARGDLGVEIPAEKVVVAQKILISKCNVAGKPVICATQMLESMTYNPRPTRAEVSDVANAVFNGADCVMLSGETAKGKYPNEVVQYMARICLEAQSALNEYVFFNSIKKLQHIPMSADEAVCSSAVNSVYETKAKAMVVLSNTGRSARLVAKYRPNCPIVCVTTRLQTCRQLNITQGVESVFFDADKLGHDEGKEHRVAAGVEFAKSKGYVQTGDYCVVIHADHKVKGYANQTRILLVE
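0.1 nM LmPK, 0.5 mM PEP, 0.1 mM ADP; 50 mM imidazole pH 7.2, 7 mM MgCl2, 50 mM KCl; 1 h RT. Kinase-Glo luminescence readout, normalized to no-enzyme (full inhibition) and uninhibited wells.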
Pf growth 48h: inhibits P. falciparum growth in the first generation, 48 h; P. falciparum luciferase growth in erythrocytes, 48 h; AID 504832; 310,000 compounds, 5.9% hits; Potency, µM (series often up to 28.7 µM), without a hit: top-dose activity change, negative = inhibition, hits mostly inhibitors
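Firefly luciferase activity from engineered P. falciparum reports growth; inhibitors lower the luminescent signal. Cultures contained 2% hematocrit erythrocytes at 0.1% final parasitemia.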
Pf growth 96h: P. falciparum growth inhibition at 96 hour, primary screen for plastid delayed-death inhibitors | P. falciparum luciferase reporter growth, 96 h | Potency, µM (highest dose often 28.7 µM), inactives show at the top dose activity change, negative = inhibition, hits mostly inhibitors | 320,000 compounds, 6.9% hits | AID 504834
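Delayed-death screen, second-generation endpoint: infected erythrocytes, 2% hematocrit, 0.05% parasitemia final; 96 hours at 37 C, 5% CO2; luciferase detection reagent; luminescence decrease equals reduced growth.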
HCV inhibitor: HCV inhibition; Huh7.5.1 HCVcc-Cre infection, luciferase reporter, 44 h; 340,000 compounds, 3.4% hits; Potency, µM (doses to about 41.8 µM), for the others: at the top dose activity change, negative = inhibition, most hits filed as inhibitors; AID 651820
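Seed cells (1,000/well) for 4 h; treat with compound and infect with HCVcc-Cre, moi about 0.5. Incubate 44 h, then detect luciferase activity.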
The depositor's hits bear a star; [ ] = remark or other dose. Calls come from the whole dose curve; as a rule, active = well fitted curve in the direction sought with a large enough effect; inconclusive = small, poorly fitted or top-dose-only effect, or another doubt; inactive = no such curve, though single readings can be large; an effect the other way counts as inactive or inconclusive. % is set by controls: 0 for no effect and ±100 for the full control effect; potency is the fitted concentration of half-maximal effect.

Results for Cc1ccc(S(=O)(=O)CCC(=O)OCC(=O)c2c(N)n(CC(C)C)c(=O)n(C)c2=O)cc1 ?
Tb PYK inh: -9%; Sm TGR block: -7%; LmPK inhibitor: -5%; Pf growth 48h: -8%; Pf growth 96h: -1%; HCV inhibitor: 1%

What do the screens show for `CCn1c(=O)n(CC(=O)NCc2ccco2)c(=O)c2ccccc21`?
Tb PYK inh: -5%; Sm TGR block: -48%; LmPK inhibitor: 1%; Pf growth 48h: 18%; HCV inhibitor: -13%

What do the screens show for `CCn1c(COc2ccc3c(c2)CCCC3)nnc1SCC(=O)Nc1ccc(C(=O)OC)cc1`?
Tb PYK inh: -5%; Sm TGR block: -14%; LmPK inhibitor: 1%; Pf growth 48h: -19%; Pf growth 96h: 9.3µM*; HCV inhibitor: 10%

How did Cc1ccc(Nc2nc(N)c3ccccc3n2)cc1Cl do in these assays?
Tb PYK inh: 1%; Sm TGR block: 3%; LmPK inhibitor: -1%; Pf growth 48h: inconclusive; Pf growth 96h: -1%; HCV inhibitor: -27%

What do the screens show for `COc1ncc(-c2ccc3c(c2)S(=O)(=O)c2cccc(C(=O)NCc4ccco4)c2C3=O)cn1`?
Tb PYK inh: 2%; Sm TGR block: inconclusive; Pf growth 48h: 2%; Pf growth 96h: inconclusive; HCV inhibitor: 16%

Results for COc1ccccc1C(=O)NCc1ccco1 ?
Tb PYK inh: -3%; Sm TGR block: inconclusive; LmPK inhibitor: 5%; Pf growth 48h: 13%; Pf growth 96h: 17%; HCV inhibitor: 13%

What do the screens show for `CCOC(=O)C(=CNc1ccc(Oc2cncc(Cl)c2)nc1)C(=O)OCC`?
Tb PYK inh: -1%; Sm TGR block: 16%; LmPK inhibitor: 4%; Pf growth 48h: -7%; Pf growth 96h: -1%; HCV inhibitor: inconclusive

Results for COc1ccc(S(=O)(=O)N2CCCCCC2)cc1C(=O)OCC(=O)NC(N)=O ?
Tb PYK inh: 3%; Sm TGR block: 0%; LmPK inhibitor: 1%; Pf growth 48h: 17%; Pf growth 96h: 0%; HCV inhibitor: 4%

How did CCC(C)N1CCN(C(=O)COc2ccc3ccccc3c2)CC1 (configuration not stated) do in these assays?
Tb PYK inh: 4%; Sm TGR block: -21%; LmPK inhibitor: -1%; Pf growth 48h: 15%; Pf growth 96h: 21%; HCV inhibitor: -14%

Results for CCNc1cc2oc(=O)c(CN3CCOCC3)c(C)c2cc1C ?
Tb PYK inh: -2%; Sm TGR block: 5%; LmPK inhibitor: -1%; Pf growth 48h: 0%; Pf growth 96h: 46%[activator]; HCV inhibitor: -12%

How did O=S(=O)(c1cc(C(F)(F)F)ccc1Cl)N1CCN(c2ccccn2)CC1 do in these assays?
Tb PYK inh: -3%; Sm TGR block: -5%; LmPK inhibitor: 8%; Pf growth 48h: 1%; Pf growth 96h: 14%; HCV inhibitor: -4%

How did CC1(OCON)CCCc2ccccc21 (configuration not stated) do in these assays?
Tb PYK inh: 4%; Sm TGR block: -14%; LmPK inhibitor: -6%; Pf growth 48h: 0%; Pf growth 96h: 37%[activator]; HCV inhibitor: 18%

How did O=C(Nc1ccc(S(=O)(=O)NCC2CCCO2)cc1)c1ccc(Cl)cc1[N+](=O)[O-] (configuration not stated) do in these assays?
Tb PYK inh: 1%; Sm TGR block: 4%; LmPK inhibitor: 2%; Pf growth 48h: inconclusive; Pf growth 96h: 33%[activator]; HCV inhibitor: 25µM*

How did Cc1cc(-c2ccco2)n(CC(=O)NCc2ccco2)n1 do in these assays?
Tb PYK inh: -13%; Sm TGR block: 40µM*; LmPK inhibitor: 7%; Pf growth 96h: inconclusive; HCV inhibitor: -1%

Results for CCCOc1ccc(C(=O)Nc2nc(C)c(Cc3ccc4c(c3)OCO4)s2)cc1 ?
Tb PYK inh: 8%; Sm TGR block: 6%; LmPK inhibitor: -1%; Pf growth 48h: 10µM*; Pf growth 96h: inconclusive; HCV inhibitor: 3.5µM*

Three compounds from above, ordered by count of non-hydrogen atoms, low to high:
How did CC1(OCON)CCCc2ccccc21 (configuration not stated) do in these assays?
Tb PYK inh: 4%; Sm TGR block: -14%; LmPK inhibitor: -6%; Pf growth 48h: 0%; Pf growth 96h: 37%[activator]; HCV inhibitor: 18%

How did Cc1ccc(Nc2nc(N)c3ccccc3n2)cc1Cl do in these assays?
Tb PYK inh: 1%; Sm TGR block: 3%; LmPK inhibitor: -1%; Pf growth 48h: inconclusive; Pf growth 96h: -1%; HCV inhibitor: -27%

Results for CCNc1cc2oc(=O)c(CN3CCOCC3)c(C)c2cc1C ?
Tb PYK inh: -2%; Sm TGR block: 5%; LmPK inhibitor: -1%; Pf growth 48h: 0%; Pf growth 96h: 46%[activator]; HCV inhibitor: -12%

Other compounds follow:
How did CCN(CC)CCN1C(=O)C(=O)/C(=C(/O)c2ccccc2)C1c1ccccc1F (configuration not stated) do in these assays?
Tb PYK inh: -9%; Sm TGR block: 0%; LmPK inhibitor: 5%; Pf growth 48h: 20%; Pf growth 96h: inconclusive; HCV inhibitor: 9%

Results for COc1ccc(C(C(=O)OC(C)CN(C)C)c2ccccc2)cc1 (configuration not stated) ?
Tb PYK inh: -9%; Sm TGR block: 4%; LmPK inhibitor: -1%; Pf growth 48h: 6%; Pf growth 96h: inconclusive; HCV inhibitor: 1%

Results for Cc1cccn2c(=O)c3cc(C(=O)N(C)C)n(C)c3nc12 ?
Tb PYK inh: 4%; Sm TGR block: 10%; LmPK inhibitor: 0%; Pf growth 48h: 31%[activator]; Pf growth 96h: 41%[activator]; HCV inhibitor: inconclusive

Results for CC(=O)c1ccc(N2CCN(C(=S)Nc3ccccc3)CC2)cc1 ?
Tb PYK inh: -3%; Sm TGR block: -26%; LmPK inhibitor: 8%; Pf growth 48h: inconclusive; Pf growth 96h: inconclusive; HCV inhibitor: inconclusive

Results for CCCCc1ccc(CC(=O)O)cc1 ?
Tb PYK inh: -7%; Sm TGR block: -12%; LmPK inhibitor: -2%; Pf growth 48h: 23%; Pf growth 96h: 17%; HCV inhibitor: 9%

Results for Cc1nc(C(C)NC(=O)CCc2nnc(Cc3c[nH]c4ccccc34)o2)cs1 (configuration not stated) ?
Tb PYK inh: 3%; Sm TGR block: -35%; LmPK inhibitor: 3%; Pf growth 48h: -24%; Pf growth 96h: 4.7µM*; HCV inhibitor: 11%

Results for CC(=O)C1=C(O)C(=O)N(c2ccc(O)cc2)C1c1ccc(C)cc1 (configuration not stated) ?
Tb PYK inh: -3%; Sm TGR block: -6%; LmPK inhibitor: -1%; Pf growth 48h: 0%; Pf growth 96h: 0%; HCV inhibitor: 19%

Results for Cc1ccc(N2C(=O)Nc3ccc(Br)cc3C2(O)C(=O)NCCN(C)C)cc1C (configuration not stated) ?
Tb PYK inh: -3%; Sm TGR block: -30%; LmPK inhibitor: -5%; Pf growth 96h: inconclusive; HCV inhibitor: 2%

Results for CCc1c(C)nc2c(-c3ccccc3)c[nH]n2c1=O ?
Tb PYK inh: 2%; Sm TGR block: 2%; LmPK inhibitor: 0%; Pf growth 48h: 4%; Pf growth 96h: 0%; HCV inhibitor: 5%

Results for CCc1cc[n+](/C(C(=S)Nc2cccc(C)c2)=C(/[O-])c2ccc(C)c([N+](=O)[O-])c2)cc1 ?
Tb PYK inh: -15%; Sm TGR block: -1%; LmPK inhibitor: 4%; Pf growth 48h: inconclusive; Pf growth 96h: 0.15µM*; HCV inhibitor: 7%

Results for O=C(C[C@H]1C(=O)N(c2ccc(F)c(F)c2)C[C@@H]1Cc1ccccc1)Nc1ccccc1 ?
Tb PYK inh: -5%; Sm TGR block: 3%; LmPK inhibitor: -5%; Pf growth 48h: -16%; Pf growth 96h: inconclusive; HCV inhibitor: 9%

How did CN(C)C(=S)Nn1c(-c2ccccc2)nc2ccccc2c1=O do in these assays?
Tb PYK inh: -8%; Sm TGR block: 6%; LmPK inhibitor: 3%; Pf growth 48h: -7%; Pf growth 96h: 22%; HCV inhibitor: 1%

Results for O=C(O)c1cc(S(=O)(=O)N2CCCCCC2)c(Cl)cc1Cl ?
Tb PYK inh: 3%; Sm TGR block: 5%; LmPK inhibitor: -4%; Pf growth 48h: -2%; Pf growth 96h: -3%; HCV inhibitor: 17%

How did CCS(=O)(=O)N1CCN(C(=O)c2ccco2)CC1 do in these assays?
Tb PYK inh: -1%; Sm TGR block: 35%; LmPK inhibitor: -5%; Pf growth 48h: 5%; HCV inhibitor: 13%

What do the screens show for `O=C(Nc1cnn(Cc2ccc(F)cc2)c1)c1cc(-c2ccco2)on1`?
Tb PYK inh: 4%; Sm TGR block: inconclusive; LmPK inhibitor: -2%; Pf growth 48h: 13%; Pf growth 96h: inconclusive; HCV inhibitor: -14%

How did Cc1ccc2oc(=O)c3cc(C(=O)NCCCN4CC(C)CC(C)C4)sc3c2c1 (configuration not stated) do in these assays?
Tb PYK inh: -1%; Sm TGR block: -21%; LmPK inhibitor: 7%; Pf growth 48h: 2.1µM*; Pf growth 96h: 3%; HCV inhibitor: inconclusive

What do the screens show for `CCCn1c(CN2CCN(C(=O)OCC)CC2)nc2cc(NC(=O)CC)ccc21`?
Tb PYK inh: -6%; Sm TGR block: 14%; LmPK inhibitor: 5%; Pf growth 48h: inconclusive; Pf growth 96h: 50%[activator]; HCV inhibitor: -24%

How did CC(C)(C)C(=O)Cn1ncc(NC2CC2)c(Br)c1=O do in these assays?
Tb PYK inh: 6%; Sm TGR block: 5%; LmPK inhibitor: 0%; Pf growth 48h: 22%; Pf growth 96h: 18%; HCV inhibitor: -4%

Results for CCOC(=O)N1CCC(NC(=O)CS(=O)Cc2nc(-c3ccccc3C)oc2C)CC1 (configuration not stated) ?
Tb PYK inh: -5%; Sm TGR block: 13µM*; LmPK inhibitor: 0%; Pf growth 48h: -7%; Pf growth 96h: 37%[activator]; HCV inhibitor: inconclusive

How did O=C(Nc1nnc(COc2ccc(Cl)cc2)s1)c1cccs1 do in these assays?
Tb PYK inh: -30%; Sm TGR block: 1%; LmPK inhibitor: -2%; Pf growth 48h: inconclusive; HCV inhibitor: -4%

What do the screens show for `CCOC(=O)C(C)/C(C)=N/NC(=O)c1cc2ccccc2cc1O` (configuration not stated)?
Tb PYK inh: -10%; Sm TGR block: -10%; LmPK inhibitor: 4%; Pf growth 48h: inconclusive; Pf growth 96h: inconclusive; HCV inhibitor: inconclusive

Results for COc1cc(C)c(C(=O)Oc2cc(C)c(C(=O)O)c(O)c2C)c(OC)c1C ?
Tb PYK inh: 3%; Sm TGR block: 4%; LmPK inhibitor: -13%; Pf growth 48h: -5%; Pf growth 96h: inconclusive; HCV inhibitor: 37%[activator]

What do the screens show for `Cn1ccnc1SCc1cn2ccccc2n1`?
Tb PYK inh: -7%; Sm TGR block: 4%; LmPK inhibitor: -16%; Pf growth 48h: 151%[activator]; Pf growth 96h: 147%[activator]; HCV inhibitor: 7%

Results for CC1CC(N(C(=O)c2ccc(Cl)cc2)c2ccccc2)c2ccccc2N1C(=O)c1ccco1 (configuration not stated) ?
Tb PYK inh: -2%; Sm TGR block: -1%; LmPK inhibitor: 3%; Pf growth 96h: 9.3µM*; HCV inhibitor: 10µM*

Pulled by compound from the list above (2):
Results for CC1CC(N(C(=O)c2ccc(Cl)cc2)c2ccccc2)c2ccccc2N1C(=O)c1ccco1 (configuration not stated) ?
Tb PYK inh: -2%; Sm TGR block: -1%; LmPK inhibitor: 3%; Pf growth 96h: 9.3µM*; HCV inhibitor: 10µM*

How did O=C(Nc1nnc(COc2ccc(Cl)cc2)s1)c1cccs1 do in these assays?
Tb PYK inh: -30%; Sm TGR block: 1%; LmPK inhibitor: -2%; Pf growth 48h: inconclusive; HCV inhibitor: -4%

No enrichment for hits (roughly 16% active in at least one column).
